Autophagy HCS: modulators of autophagy | MEF GFP-LC3 puncta imaging; test concentration mostly 10 µM | calls only at 10 µM (by protocol) | 190,000 compounds, 0.98% hits | AID 463193;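 active = percentage of spot-positive cells more than 3 SD above its plate mean, without a fluorescence outlier flag or 80% toxicity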;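 also: spot-positive cell cutoff set from DMSO-treated cells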
XIAP displacement: XIAP antagonists, biochemical, IAP family, fluorescence polarization (AID 1018); displacement, % at 20 µM; hits with a dose series show IC50 in µM; 200,000 compounds, 0.007% hits; XIAP BIR domain, fluorescence polarization peptide displacement; higher % means a stronger effect; in the data active = displacement above about 50%; also: a part of the inactive calls stands beside numbers as strong as those of hits
WT yeast gro inh: growth inhibition of WT yeast, mitochondrial fusion screen; 190,000 compounds, 2.1% hits; inhibition, % at 10 µM; mitochondrial fusion phenotypic screen, WT strain; in the data active = inhibition above about 58%; tested in S. cerevisiae
b-catenin transl: beta-catenin nuclear translocation modulation | HeLa beta-catenin nuclear translocation, immunofluorescence imaging | nuclear translocation activity, % at 5 µM | 190,000 compounds, 0.3% hits;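 active = nuclear translocation activity above 50% at 5 µM, with a well cell count of 50 or more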;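 also: per-cell ratio of nuclear to cytoplasmic median beta-catenin stain intensity; plate controls were DMSO negative control for no effect and GSK-3 inhibitor IX positive control for full effect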
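Test system: human HeLa cells, native beta-catenin. Compound dosing: 5 µM primary single dose, 0.1% DMSO, 0.02–20 µM confirmation series. Incubation: compound exposure 24 h at 37°C. Detection: beta-catenin immunostaining with DAPI counterstain, 20x imaging, 6 fields/well. Read-out basis: Nuclear/cytoplasmic beta-catenin signal ratio, % activation.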
Lipid droplet: modulators of hepatic lipid droplet formation; AML12 mouse hepatocytes, oleate lipid droplets, BODIPY imaging; inhibition, % at 6.5 µM; 240,000 compounds, 0.4% hits;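 active = lipid droplet intensity inhibited by at least 50%, with more than 500 cells counted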
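Assay system: AML12 mouse liver cells | Compound dosing: One dose, 6.5 µM compound | Read-out basis: Droplet intensity reduction, % inhibition | Measured by: Fluorescence imaging, 20x objective, two fields per well | Schedule: Overnight treatment with compound plus oleate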
Insulin prom up: MIN6 insulin promoter up-regulation. MIN6 insulin promoter-GFP reporter, high-content imaging; stronger effect = higher value. 190,000 compounds, 0.3% hits. z-score at 5 µM;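 active = z-score above 3 at 5 µM with at least 500 cells counted in the well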
CSM14.1 death rescue: protection against thapsigargin-triggered cell killing – 384-well, CSM14.1, ATP luminescence, primary screen (AID 1222); CSM14.1 thapsigargin-induced death rescue, ATP luminescence; higher % means a stronger effect; cellular ATP content (survival), % at 20 µM, or EC50 in µM where a hit was titrated; 190,000 tested, under 10 active;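 active = EC50 below 50 µM in the dose-response confirmation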;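 also: death triggered by thapsigargin at about 15 µM added after 2 h compound pretreatment; cell ATP read after overnight thapsigargin exposure of roughly 18 to 22 hours; normalized against plate controls of thapsigargin alone and 5% DMSO vehicle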
MT stabilizer: microtubule stabilization, imaging screen | HeLa tubulin immunostaining HCS, 24 h; share of cells brighter than vehicle mean+2SD | % tubulin-high responders, % at 10 µM | 200,000 compounds, 0.83% hits | AID 2205;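 active = plate Z-score above 3 for both tubulin-high and condensed-nucleus cell shares, with cell loss under 80%, at 10 µM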;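 also: anti alpha tubulin signal scored within the nucleus-defined area of each cell; some results filed as inactive read as strong as hits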
Dynein cargo inh: dynein cargo transport inhibition. z-score, hits read low. 3617.4 mouse cells, GR-EGFP nuclear translocation imaging; test concentration mostly 20 µM; stimulated with dexamethasone, 1 µM; stronger effect = lower value. AID 1381. 220,000 compounds, 0.47% hits;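 active = plate z-score of nuclear minus cytoplasmic receptor signal below a set negative limit, without overly bright fluorescence or cell loss, cut at about -3.5 in these data, passing the limit was not always enough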;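 also: z-score of nuclear minus cytoplasmic ring GR-EGFP intensity difference per well; some compounds called inactive have numbers as strong as hits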
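Also added – dexamethasone, 1.0 µM final · Buffer or medium – tet-free, stripped-serum medium · Schedule – induction 48 h, compound 1 h, agonist 30 min · Detection – formaldehyde fixation, Hoechst nuclear stain, 10x automated fluorescence imaging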
WT yeast gro inh mutant strain: recorded beside WT yeast gro inh, whose call it bears; inhibition, %; mitochondrial fusion phenotypic screen, mutant strain inhibition
Dynein cargo inh cytoplasmic EGFP: second read-out of Dynein cargo inh, no call of its own (marks repeat the call); z-score; measured here: cytoplasmic GR-EGFP intensity; stronger effect = higher value
Dynein cargo inh nuclear GR-EGFP: second read-out of Dynein cargo inh, no call of its own (marks repeat the call); z-score; measured here: nuclear GR-EGFP intensity;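 lower value marks the stronger effect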
Dynein cargo inh cell count: also measured in Dynein cargo inh; calls as there; z-score; measured here: cell count per field
Insulin prom up cell count: second read-out of Insulin prom up, no call of its own (marks repeat the call); cell count; measured here: cytotoxicity, nuclei count;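 total cells summed across four imaged fields per well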
Lipid droplet cells 6.5 µM: also measured in Lipid droplet; calls as there; cell count; measured here: cell count, cytotoxicity flag;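 cells counted across two imaged fields per well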
b-catenin transl cell count 5 µM: also measured in b-catenin transl; calls as there; cell count; measured here: cell count, cytotoxicity flag
MT stabilizer Hoechst-high %: recorded beside MT stabilizer, whose call it bears; % Hoechst-high responders; measured here: nuclear condensation Hoechst responders;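 share of cells brighter than vehicle mean plus two SD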
MT stabilizer cytotoxicity %: second read-out of MT stabilizer, no call of its own (marks repeat the call); toxicity, %; measured here: cytotoxicity by cell density;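 0% = mean cell density of plate MIN control wells and 100% = no cells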
Autophagy HCS cell loss 18 h: further read-out of Autophagy HCS, marked with its call; toxicity, %; measured here: cell loss, nuclei count;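 cell loss after 18 h compound exposure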
* = called active by the depositor; i = inactive; . = not tested or not shown; + = active, no number.

Structure	Autophagy HCS	Autophagy HCS cell loss 18 h	XIAP displacement	WT yeast gro inh	WT yeast gro inh mutant strain	b-catenin transl	b-catenin transl cell count 5 µM	Lipid droplet	Lipid droplet cells 6.5 µM	Insulin prom up	Insulin prom up cell count	CSM14.1 death rescue	MT stabilizer	MT stabilizer Hoechst-high %	MT stabilizer cytotoxicity %	Dynein cargo inh	Dynein cargo inh cytoplasmic EGFP	Dynein cargo inh nuclear GR-EGFP	Dynein cargo inh cell count
CC(=O)Nc1cccc2c1C(=O)NC2=O	i	1	-9.6%	12	4	-7.6	1116	6	789	0.57	1344	5.5%	1.8	1.5	10	-0.23	-0.17	-0.27	0.29
CCOc1ccccc1-n1c(SCC(=O)Nc2ccc(CC)cc2)nc2n[nH]c(C)c2c1=N	i	7	-6.1%	-12	-13	-5.4	949	.	.	-0.33	1240	-0.4%	3.1	2.1	0.6	1.6	-0.35	0.48	0.19
CC(C)NS(=O)(=O)c1ccc(CCC(=O)NCc2cccnc2)cc1	i	5	-6.0%	0	4	-2.6	908	.	.	0.51	1166	0.7%	1.6	2.0	6.0	-0.23	-0.24	0.17	0.93
CCOC(=O)c1nnn(-c2nonc2N)c1-c1ccccc1	i	9	-6.9%	4	-3	-0.7	1396	.	.	0.14	1599	0.1%	1.6	1.7	13	-0.3	-0.12	-0.15	-0.2
Cc1cc(C)n(-c2ccc(C(=O)N3CCc4ccccc43)cc2)n1	i	11	3.3%	-9	-23	-6.5	935	.	.	0.28	1382	3.5%	2.8	1.4	8.4	-1.3	-0.22	-0.47	2.7
O=C(NCc1cccnc1)C(=O)NCC(c1ccco1)N1CCN(c2ccc(F)cc2)CC1 (stereo not drawn)	i	5	-9.0%	-3	-7	3.1	1100	-3	658	-0.37	1212	-2.5%	1.8	3.5	1.5	-0.25	-0.33	-0.38	0.55
CC(NC(=O)C12CC3CC(CC(C3)C1)C2)C(=O)N/N=C/C1=C(N2CCOCC2)C(=C\c2ccccc2)/CC1 (stereo not drawn)	i	-38	-9.8%	24	-10	-1.5	979	-5	456	0.18	2261	7.2%	2.3	3.4	12	0.62	-0.14	1.7	-1.4
CCOc1ccc(NC(=O)Cc2cccc3ccccc23)c([N+](=O)[O-])c1	i	11	1.2%	-4	-13	2.4	1014	7	665	0.69	1462	1.1%	2.5	2.5	7.0	-0.097	-0.29	-0.34	0.47
COc1ccc(OC)c(C2C(C#N)=C(N)Oc3cc(C)n(Cc4ccccn4)c(=O)c32)c1 (stereo not drawn)	i	-4	-6.7%	11	12	2.3	1209	-1	759	-0.66	1251	-2.4%	3.3	2.0	7.0	0.15	-0.31	0.65	0.14
CS(=O)(=O)c1[nH]nc(-c2ccccc2Cl)c1C#N	.	.	.	.	.	-0.1	1359	-8	756	-0.18	1084	.	.	.	.	-0.63	-0.22	0.5	0.56
COc1cc(C(=O)O/N=C(\N)c2ccc([N+](=O)[O-])cc2)cc(OC)c1OC	i	42	-5.5%	9	5	.	.	8	693	0.38	1337	-2.9%	6.3	1.3	5.2	0.26	-0.25	0.25	0.26
O=C(Nc1ccc([N+](=O)[O-])cc1)c1ccccc1F	i	0	0.3%	2	-3	.	.	-2	729	-0.3	1244	-0.4%	3.0	2.1	3.6	0.3	-0.043	0.33	-2

Next section (three carried over from the part before).
Structure	Autophagy HCS	Autophagy HCS cell loss 18 h	XIAP displacement	WT yeast gro inh	WT yeast gro inh mutant strain	b-catenin transl	b-catenin transl cell count 5 µM	Lipid droplet	Lipid droplet cells 6.5 µM	Insulin prom up	Insulin prom up cell count	CSM14.1 death rescue	MT stabilizer	MT stabilizer Hoechst-high %	MT stabilizer cytotoxicity %	Dynein cargo inh	Dynein cargo inh cytoplasmic EGFP	Dynein cargo inh nuclear GR-EGFP	Dynein cargo inh cell count
CS(=O)(=O)c1[nH]nc(-c2ccccc2Cl)c1C#N	.	.	.	.	.	-0.1	1359	-8	756	-0.18	1084	.	.	.	.	-0.63	-0.22	0.5	0.56
COc1cc(C(=O)O/N=C(\N)c2ccc([N+](=O)[O-])cc2)cc(OC)c1OC	i	42	-5.5%	9	5	.	.	8	693	0.38	1337	-2.9%	6.3	1.3	5.2	0.26	-0.25	0.25	0.26
O=C(Nc1ccc([N+](=O)[O-])cc1)c1ccccc1F	i	0	0.3%	2	-3	.	.	-2	729	-0.3	1244	-0.4%	3.0	2.1	3.6	0.3	-0.043	0.33	-2
C/C(=N\OC(=O)Nc1ccc(Cl)cc1)c1ncc(C(F)(F)F)cc1N1CCOCC1	i	-14	-8.7%	12	4	-1.9	1192	-1	738	0.59	882	1.6%	3.7	0.6	9.6	0.53	-0.095	0.45	-0.39
COc1cc(OC)c2c(-c3ccccc3)cc(=O)oc2c1C(CCN1CCCCC1)c1ccc2c(c1)OCO2 (stereo not drawn)	.	.	.	.	.	-2.6	1073	36	734	-0.6	920	.	.	.	.	1	0.51	0.78	-3.1
O=C(NC1CCCCCC1)c1cc(S(=O)(=O)N2CCCCC2)ccc1N1CCOCC1	i	6	-7.5%	-4	6	-2.4	1008	1	651	-0.07	1549	-0.5%	3.2	2.8	6.8	-0.29	0.88	-0.52	0.1
Cc1ccc(-c2nnc(-c3ccccc3S(=O)(=O)Cc3ccc(Cl)cc3)o2)cc1	i	2	1.8%	14	-16	0.7	1365	.	.	-0.72	1594	9.8%	2.5	6.3	3.4	-0.18	0.033	0.14	0.25
Cc1cc2ccccc2nc1Br	i	-6	-1.3%	14	20	-1.2	537	-1	659	-0.06	1262	-1.4%	3.6	0.9	3.7	1.7	-0.25	0.56	-0.65
Cc1ccccc1N/N=C/c1ccc(N2CCOCC2)cc1	i	14	-4.6%	18	29	3.1	1376	.	.	-0.86	1441	-0.5%	2.0	1.6	5.0	-0.82	-0.13	0.082	0.26
Nc1c(C(=O)Nc2nccs2)sc2nc(-c3cccs3)cc(C(F)(F)F)c12	+	4.7*	-4.7%	-31	-1	-1.9	896	-12	721	.	.	-2.3%	2.6	1.7	6.0	-1.3	2.4	-0.22	1.3
O=C(NC1(C(F)(F)F)NC(=O)N(c2ccc(F)c(Cl)c2)C1=O)c1ccncc1 (stereo not drawn)	i	-3	-7.1%	9	1	-1.2	1371	.	.	4.5*	1495*	0.9%	0.9	1.1	8.1	-0.69	-0.16	-0.51	1
CC1CN(S(=O)(=O)c2ccc(C(=O)NN3CCN(C)CC3)cc2)CC(C)O1 (stereo not drawn)	i	-7	-4.5%	-11	-5	0.3	946	8	644	-0.18	1320	-0.5%	3.5	2.5	5.3	-0.71	-0.34	-0.5	0.76
Cc1ccc(C(=O)N(CC#N)CC#N)cc1C	i	-8	-5.2%	-11	4	0.3	953	16	730	0.02	1482	0.8%	2.3	1.7	9.7	-0.81	-0.32	-0.024	0.53
COc1ccc(C2=NOC(C(=O)NCCN3CCOCC3)C2)cc1 (stereo not drawn)	i	8	-2.8%	52	-7	2.8	1372	.	.	-0.93	1323	-2.1%	3.7	3.1	1.7	-0.74	-0.25	-0.35	0.26
O=C(NCc1ccccn1)C(=O)C1C(=O)Nc2ccccc21 (stereo not drawn)	i	-5	-10%	5	1	-0.2	1090	-5	716	0.23	1193	-4.0%	3.6	3.8	8.4	-0.61	-0.28	0.022	0.54

The list continues:
Structure	Autophagy HCS	Autophagy HCS cell loss 18 h	XIAP displacement	WT yeast gro inh	WT yeast gro inh mutant strain	b-catenin transl	b-catenin transl cell count 5 µM	Lipid droplet	Lipid droplet cells 6.5 µM	Insulin prom up	Insulin prom up cell count	CSM14.1 death rescue	MT stabilizer	MT stabilizer Hoechst-high %	MT stabilizer cytotoxicity %	Dynein cargo inh	Dynein cargo inh cytoplasmic EGFP	Dynein cargo inh nuclear GR-EGFP	Dynein cargo inh cell count
CC(C)NC(=O)c1ccc(CS(=O)(=O)c2ccc(Br)cc2)o1	i	13	-5.6%	9	-1	-0.4	1138	.	.	1.6	1005	3.7%	3.4	2.5	5.9	-0.85	-0.26	-0.39	0.69
Cc1ccc(S(=O)(=O)/N=C/c2ccco2)cc1	i	4	-8.4%	6	-2	0.5	1218	.	.	1	1387	1.8%	2.3	2.1	6.1	-1.2	-0.2	-0.29	1
CCOc1cc(/C=C(/C#N)c2nc3ccccc3[nH]2)ccc1Oc1ccc([N+](=O)[O-])cn1	i	10	-10%	12	21	-0.2	1061	-6	688	0.01	1756	-1.5%	2.8	1.8	4.8	0.62	-0.42	0.12	0.32
CCOc1ccc(-n2c(SCc3nc(-c4cccs4)no3)nnc2-c2ccncc2)cc1	i	-7	1.0%	-2	-8	.	.	-18	721	-0.63	1295	-1.1%	3.9	2.3	7.4	0.59	-0.26	0.31	0.23

Source: PubChem (several laboratories)
